NR2E3 ag-1: agonists of human NR2E3 nuclear receptor | inhibition of corepressor binding, % at 3.98 µM | 0.35% of 360,000 active | Q9Y5X4 | AID 602229 | CHO-S Gal4-NCOR/VP16-NR2E3 two-hybrid, luciferase;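 active = inhibition above the mean of all tested compounds plus 3 SD, cut at about 70% in these data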;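 note: 0% = DMSO with NR2E3 transfected cells and 100% = cells lacking NR2E3 construct; higher means lower luciferase signal from less NR2E3 corepressor binding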
CaV13 FRET inh: Primary screen for inhibitors of IQ motif and Ca2+-dependent inactivation inhibitor domain binding in CACNA1D, Förster resonance energy transfer in living cells, …; HEK cells, CFP/YFP FRET ICDI-IQ, plate reader, 10 min; percent FRET-ratio fall versus neutral wells; inhibition, % at 12.3 µM; 0.098% of 340,000 active;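 active = mean replicate inhibition of at least 30% and at least 1% of replicates passing that level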;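 note: 0% = median of the neutral control wells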
Peg3 prom inh: Peg3 promoter activity inhibition. HeLa PEG-Prom luciferase reporter, luminescence, overnight. 1.7% of 360,000 active. inhibition, % at 20 µM. AID 588405;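 active = inhibition of at least 50% at 20 µM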
hiPSC survival: hiPSC single-cell survival enhancement; AID 602274; 0.044% of 360,000 active; ATPlite luminescence; 100% = ROCK inhibitor wells, 0% = DMSO; survival enhancement, % at 20 µM; in the data active = survival enhancement above about 18%;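 note: cells exposed to compounds for 16 hours before the ATP read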
MITF TRPM1 inh: reduces MITF-dependent TRPM1 promoter luciferase signal | AID 488899 | SK-MEL-5 TRPM1 promoter luciferase, 24 h | inhibition, % at 12.5 µM | 0.83% of 330,000 active;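 active = mean inhibition across replicates of 60% or more, whatever share of single replicates reaches that level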; note: values of inactives mirror those of a sister screen read the other way
Shn3 inh set2: Schnurri-3 reporter inhibition in Clone20 osteoblasts | Clone20 osteoblast Shn3 3'UTR firefly luciferase, 24 h | inhibition, % at 12.5 µM | 0.52% of 360,000 active | AID 588674;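 active = mean inhibition of at least 75% with every replicate also reaching 75%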;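 note: 0% = median of neutral control wells and 100% = pilot-screen positive control compound; some compounds past the cut are filed as inactive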
NR2E3 ag-2: agonists of human nuclear receptor NR2E3. inhibition of corepressor binding, % at 4.78 µM. AID 2300. 0.12% of 320,000 active. GST-NR2E3/biotin-RetCOR TR-FRET, 1536-well. Q9Y5X4;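 active = percent inhibition above the cutoff of mean plus 3 SD of all tested compounds, set per screening campaign, cut at about 20% in these data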;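 note: 0% = DMSO wells and 100% = biotin wells as full block of FRET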
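Material – GST-tagged NR2E3 plus biotinylated RetCOR corepressor · Quantity – NR2E3 fusion 1.35 nM · Times – 5 h incubation at 4 °C · Medium – pH 7.5 Tris-based buffer · Technique – TR-FRET, Eu(K)-anti-GST donor, streptavidin-D2 acceptor, ex 340, em 617/671 nm · Benchmarks – high control biotin, low control 0.6% DMSO · Format – 1536-well plates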
H9c2 protect: myocardial damage modulation in H9c2 cells; H9c2 cardiomyocytes, H2O2 injury protection, ATPLite, 2 h; 0.63% of 360,000 active; protection from H2O2 cell death, % at 20 µM;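 active = compounds giving at least 50% protection of heart cells from peroxide-induced death in the single-dose screen, raw or plate-pattern-corrected value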;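 note: 0% = DMSO wells with peroxide and 100% = DMSO wells without peroxide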
HTR2A ag: mouse HTR2A agonism via beta-arrestin recruitment. P35363. CHO-K1 mHTR2A beta-arrestin complementation, luminescence; percent of 30 µM serotonin response. activation, % at 7.6 µM. 0.66% of 360,000 active. AID 624169;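 active = activation above a run cutoff, the mean activation of all tested compounds plus 3 SD, cut at about 14% in these data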;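 note: 0% = plate median of compound wells and 100% = 30 µM serotonin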
Target sequence (P35363 whole entry, looked up): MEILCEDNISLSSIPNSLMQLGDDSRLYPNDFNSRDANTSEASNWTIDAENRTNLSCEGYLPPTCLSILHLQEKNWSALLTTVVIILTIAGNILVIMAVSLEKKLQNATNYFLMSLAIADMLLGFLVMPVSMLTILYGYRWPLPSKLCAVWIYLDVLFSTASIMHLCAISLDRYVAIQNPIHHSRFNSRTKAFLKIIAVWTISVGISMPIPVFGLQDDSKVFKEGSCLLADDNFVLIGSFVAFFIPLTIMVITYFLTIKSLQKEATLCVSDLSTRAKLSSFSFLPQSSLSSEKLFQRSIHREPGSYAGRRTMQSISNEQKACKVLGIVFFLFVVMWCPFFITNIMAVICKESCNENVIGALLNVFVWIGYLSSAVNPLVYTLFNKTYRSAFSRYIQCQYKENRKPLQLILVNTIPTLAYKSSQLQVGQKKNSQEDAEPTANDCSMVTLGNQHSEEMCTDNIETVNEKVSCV
HIF-2a inh: inhibitors of HIF-2a | inhibition, % at 18.8 µM | AID 624352 | 786-0 RCC cells HIF-2a reporter, luciferase luminescence, overnight | 0.72% of 360,000 active;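 active = inhibition of the luminescence signal of 40% or more relative to plate controls, in a single-dose primary screen at 18.75 µM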
PDI turbidity: blocks human protein disulfide isomerase activity. PDI insulin aggregation turbidity, A650, 90 min. inhibition, % at 10 µM. 0.052% of 350,000 active;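 active = mean inhibition across replicates of 30% or more, whatever share of single replicates reach that level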;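 note: absorbance from insulin aggregation driven by PDI reduction with DTT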
Target sequence (P07237 whole entry, looked up): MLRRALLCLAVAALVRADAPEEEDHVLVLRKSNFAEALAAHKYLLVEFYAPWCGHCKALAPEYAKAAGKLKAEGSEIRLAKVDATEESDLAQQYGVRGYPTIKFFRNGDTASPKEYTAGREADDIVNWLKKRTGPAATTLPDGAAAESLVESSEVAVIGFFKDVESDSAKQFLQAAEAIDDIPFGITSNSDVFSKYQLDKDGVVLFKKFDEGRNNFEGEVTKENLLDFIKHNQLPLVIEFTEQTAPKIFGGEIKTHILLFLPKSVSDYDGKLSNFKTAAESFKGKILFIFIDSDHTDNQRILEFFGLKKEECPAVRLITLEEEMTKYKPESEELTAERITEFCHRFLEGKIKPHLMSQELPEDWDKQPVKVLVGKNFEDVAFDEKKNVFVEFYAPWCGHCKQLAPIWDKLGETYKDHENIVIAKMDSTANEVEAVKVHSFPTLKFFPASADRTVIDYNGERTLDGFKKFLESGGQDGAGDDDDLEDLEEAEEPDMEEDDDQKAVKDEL
* marks the source's active call; other numbers are inactive results; . = not tested or not shown.

SMILES	NR2E3 ag-1	CaV13 FRET inh	Peg3 prom inh	hiPSC survival	MITF TRPM1 inh	Shn3 inh set2	NR2E3 ag-2	H9c2 protect	HTR2A ag	HIF-2a inh	PDI turbidity
Cc1cc(Cl)c(S(=O)(=O)NCCC(=O)O)cc1OCC(N)=O	10	-1	1	1.9	-3	10	3	-12	1	0	7
Cc1ccc(CN2CC(C(=O)Nc3ccc(S(=O)(=O)Nc4cc(C)nc(C)n4)cc3)CC2=O)cc1 (stereo unspecified)	-3	.	11	1.8	7	-10	3	4	-6	-1	-3
Cc1ccccc1CN1CCN(Cc2cc(=O)c3ccccc3[nH]2)CC1CCO (stereo unspecified)	-4	-4	12	-0.1	24	-10	2	4	-4	19	1
CCOc1ccc(OCC(=O)OCC(=O)Nc2ccccc2C#N)cc1	12	-13	-1	-0.2	11	-18	.	-2	-3	13	-8
C=CCN(CC=C)Cc1cc(=O)oc2cc(C)cc(C)c12	7	-11	2	1.2	.	-13	.	-1	0	-21	.
C=CCn1cnc2c(c1=O)c1nc3ccccc3nc1n2/N=C/c1cc(OC)c(OC)c(OC)c1	-6	-6	1	-0.9	9	66	2	65*	-1	-57	-3
COc1ccccc1-n1c(SCC(=O)NCC2CCCO2)nc2c([nH]c3ccccc32)c1=O (stereo unspecified)	-21	-5	9	-0.4	14	7	3	4	-13	17	-9
O=C(O)c1ccc(N2CCN(Cc3ccc4c(c3)OCO4)CC2)c([N+](=O)[O-])c1	8	-3	0	-0.1	2	-40	-2	-2	0	11	-5
CN(C(=O)COC(=O)c1cncc(Br)c1)C1CCCCC1	-4	-7	-7	1.3	3	3	.	-1	19*	10	-5
CCOC(=O)N1CCC(NC(=O)CC2C(=O)NCCN2Cc2ccccc2F)CC1 (stereo unspecified)	7	-5	1	-0.3	3	18	-1	-2	0	3	-5
C=CCc1cccc(CNc2nc3ccccc3n2CC)c1O	-1	-4	20	-1.6	-1	10	0	-19	-8	2	-14
Cc1ccnc(N/C=C(/NC(=O)c2ccccc2)C(=O)NN)n1	-1	-1	3	3.3	-2	2	4	0	0	7	0
Cc1cc(=O)[nH]c(SCc2csc(-c3ccccc3)n2)n1	-30	-2	-28	-1.0	0	-11	2	7	3	-80	-17
CN1CCN(c2ccc3c(c2)OC[C@@H](Cc2ccccc2)NS3(=O)=O)CC1	-5	-3	.	0.4	.	.	.	.	0	1	.
CC(=O)c1cc(C)ccc1OC(=O)CN1C(=O)c2ccccc2C1=O	8	-1	-5	-0.3	2	19	.	4	-1	13	8
CCS(=O)(=O)N1CCC(C(=O)NC2CCCCC2)CC1	8	-8	4	0.3	-15	11	3	-5	0	7	1
CC(C)c1ccccc1OCC(=O)NC1CCCc2ccccc21 (stereo unspecified)	-16	-4	18	-0.7	10	-1	4	-4	3	28	0
O=C(COc1ccc2ccccc2c1Br)NNC(=O)Nc1ccccc1	-9	-7	14	-0.7	-7	-12	-61	-15	1	7	-1
CCOC(=O)COc1ccc(C(=O)NC2CCCCC2)cc1	-15	-7	-6	1.1	7	5	-2	-6	6	5	-10
NS(=O)(=O)c1ccc(CCNC(=O)CCCn2ncn3c(cc4occc43)c2=O)cc1	-14	-5	1	0.6	-4	-8	1	-1	0	1	6
CC(C)NC(=O)c1cc(-c2ccc(F)cc2OC(C)C)n[nH]1	-32	-5	-5	-2.2	.	-9	.	1	-6	-2	0
COc1cc2c(cc1OC)C(c1ccccc1)N(C(=O)C(C)(C)C)CC2 (stereo unspecified)	16	-18	-1	-0.3	-40	-8	.	1	-4	-36	-45
Cc1ccc(C2CC(=O)Nc3cc4c(cc32)OCO4)o1 (stereo unspecified)	-14	-5	8	0.3	-3	2	0	-4	-1	-5	-6
NC(=O)c1ccc(Cc2ncc(C(F)(F)F)cc2Cl)s1	5	-2	8	-0.8	1	1	1	8	6	22	-3
CC(C(=O)Nc1ccc2c(c1)OCO2)N1CCN(C)CC1 (stereo unspecified)	6	-5	4	2.6	7	-2	4	3	-1	8	-7

Entries of single compounds, looked up by structure. Order of screens: NR2E3 ag-1	CaV13 FRET inh	Peg3 prom inh	hiPSC survival	MITF TRPM1 inh	Shn3 inh set2	NR2E3 ag-2	H9c2 protect	HTR2A ag	HIF-2a inh	PDI turbidity
Profile of Cc1cc(=O)[nH]c(SCc2csc(-c3ccccc3)n2)n1 → -30	-2	-28	-1.0	0	-11	2	7	3	-80	-17
Profile of COc1ccccc1-n1c(SCC(=O)NCC2CCCO2)nc2c([nH]c3ccccc32)c1=O (stereo unspecified) → -21	-5	9	-0.4	14	7	3	4	-13	17	-9
Profile of NC(=O)c1ccc(Cc2ncc(C(F)(F)F)cc2Cl)s1 → 5	-2	8	-0.8	1	1	1	8	6	22	-3

Quoted at random: 3 records from the list.
SMILES	NR2E3 ag-1	CaV13 FRET inh	Peg3 prom inh	hiPSC survival	MITF TRPM1 inh	Shn3 inh set2	NR2E3 ag-2	H9c2 protect	HTR2A ag	HIF-2a inh	PDI turbidity
Cc1cc(Cl)c(S(=O)(=O)NCCC(=O)O)cc1OCC(N)=O	10	-1	1	1.9	-3	10	3	-12	1	0	7
C=CCc1cccc(CNc2nc3ccccc3n2CC)c1O	-1	-4	20	-1.6	-1	10	0	-19	-8	2	-14
Cc1cc(=O)[nH]c(SCc2csc(-c3ccccc3)n2)n1	-30	-2	-28	-1.0	0	-11	2	7	3	-80	-17

Back to the main list with the 5 entries that preceded the break.
SMILES	NR2E3 ag-1	CaV13 FRET inh	Peg3 prom inh	hiPSC survival	MITF TRPM1 inh	Shn3 inh set2	NR2E3 ag-2	H9c2 protect	HTR2A ag	HIF-2a inh	PDI turbidity
CC(C)NC(=O)c1cc(-c2ccc(F)cc2OC(C)C)n[nH]1	-32	-5	-5	-2.2	.	-9	.	1	-6	-2	0
COc1cc2c(cc1OC)C(c1ccccc1)N(C(=O)C(C)(C)C)CC2 (stereo unspecified)	16	-18	-1	-0.3	-40	-8	.	1	-4	-36	-45
Cc1ccc(C2CC(=O)Nc3cc4c(cc32)OCO4)o1 (stereo unspecified)	-14	-5	8	0.3	-3	2	0	-4	-1	-5	-6
NC(=O)c1ccc(Cc2ncc(C(F)(F)F)cc2Cl)s1	5	-2	8	-0.8	1	1	1	8	6	22	-3
CC(C(=O)Nc1ccc2c(c1)OCO2)N1CCN(C)CC1 (stereo unspecified)	6	-5	4	2.6	7	-2	4	3	-1	8	-7
O=c1oc2ccccc2cc1-c1nc2ccccc2o1	-55	-7	-182	-2.2	-45	-72	3	-6	-4	-165	11
COC(=O)c1cc(S(=O)(=O)N2CCN(c3ccc(C(C)=O)cc3)CC2)cn1C	3	-13	-6	0.0	4	-6	-2	-1	0	6	5
Cc1ccc2c(c1)nnn2C1CCN(C(=O)c2cccs2)CC1	-10	-5	3	1.3	-1	-5	1	-3	5	26	-4
Cc1sc2ncnc(N(C)Cc3ccco3)c2c1C	-2	.	-3	0.5	-10	20	6	-11	-1	19	13
CCOC(=O)C(Cc1ccccc1)C(=O)Nc1ccc(NC(=O)C(Cc2ccccc2)C(=O)OCC)cc1 (stereo unspecified)	-16	-5	9	-2.5	-5	3	0	8	-8	8	2
COC(=O)c1ccc(NC(=O)Cn2nc(SC)n(N)c2=S)cc1	-3	-6	11	0.9	15	-22	4	-2	-3	6	-3
C=CCNc1nc(C(=O)OCC(=O)N(Cc2ccccc2)C(C)C)cs1	-7	-3	-4	0.4	5	0	2	4	-6	13	0
CCN(CC)C(=O)CCn1nc(-c2ccc(C)cc2)c2ccccc2c1=O	9	.	13	1.1	4	-5	7	2	7	7	2
COCCOC(=O)c1c(C)oc2ccc(NS(=O)(=O)c3ccc(C)cc3)cc12	-7	-3	24	1.2	-8	1	-3	-5	7	13	-4
COCCOc1cc(-n2cccc2)c(Cl)cc1Cl	-9	2	5	1.2	7	5	1	-13	-2	8	-5
COC(=O)c1sc(C(=O)OC)c(C(=O)OC)c1C(=O)OC	-4	-8	-11	-0.6	7	13	3	-2	-1	11	2
COc1cc2c(cc1OC)CN(C(C)C(=O)Nc1ccc(NC(C)=O)cc1)CC2 (stereo unspecified)	-2	-3	6	-1.3	3	-20	-2	-2	0	10	-1
COc1ccc(SCCN2CC[C@@H](NC(=O)OCc3ccccc3)CCC2=O)cc1	5	-10	3	2.1	3	7	4	-6	2	3	8
CCOC(=O)c1sc(=S)n(C)c1NC(=O)c1ccccc1Cl	-20	-5	2	3.0	0	14	8	5	4	13	-2
Nc1nnc(SCC(=O)OCc2ccccc2)s1	33	-2	1	-0.8	5	-11	1	6	-6	7	-3
O=C1CS/C(=N/N=C/c2ccncc2)N1	-6	-4	4	0.4	.	5	-2	1	12	12	-5
O=c1c2ccccc2cnn1CCOc1cccc(Br)c1	-160	-7	-276	0.0	1	-29	3	-6	-2	-273	6
O=C(OCc1cn([C@@H]2C[C@H](c3ccccc3)N(C(=O)C3CCCCC3)C[C@H]2O)nn1)c1ccccc1	-55	-9	9	-2.2	.	2	.	1	-3	3	7
CC(NC(=O)c1ccc(S(=O)(=O)Nc2ccccc2Cl)cc1)c1ccncc1 (stereo unspecified)	15	-6	2	1.6	7	3	.	-1	3	10	5
CC(C)N1CCN(Cc2ccc(Sc3nncn3C)o2)CC1CCO (stereo unspecified)	11	-5	4	2.6	16	18	0	0	3	6	-3
O=C1NC2(CCCC2)N=C1c1ccc(Cl)cc1	4	-6	-34	-2.8	-9	-20	-1	8	1	-22	-4
Cc1ccc(S(=O)(=O)N2CCC(=O)N([C@H](COCc3ccccc3)C(C)C)CC2)cc1	4	-12	.	0.0	.	.	.	.	-4	8	.
COc1ccc(CNC(=O)C2CCN(S(=O)(=O)c3cccnc3)CC2)cc1	4	-2	-5	-0.3	-10	1	4	3	1	-3	15
COc1ccccc1/C=C/C(=O)OCC(=O)NC1CCCCCC1	-11	-2	7	-0.3	-1	4	1	-4	6	7	5
CCC(=O)NCc1cc(-c2nn(C)c(=O)c3ccccc23)ccc1OC	5	1	0	-0.9	3	1	-2	-3	9	17	-1
COc1ccc(/C=N/OC/C(O)=C(\C#N)c2nc3ccccc3[nH]2)cc1	-5	-4	27	1.8	-4	0	1	-12	6	10	-3
Cn1c(=O)c2c(nc(Br)n2Cc2nnc(N)s2)n(C)c1=O	-6	-6	13	-0.6	-7	-3	3	-1	0	12	-2
O=C(Nc1ccc2nsnc2c1)N1CCCCCC1	-71	-5	-136	1.8	-51	-41	-2	-3	-3	-175	-5

Bioassay records from PubChem BioAssay.
